KAT2A inh – GCN5L2 (KAT2A) acetyltransferase inhibition. Potency, µM (titrated, usually from 58.9 µM), without a hit: top-dose activity change, negative = inhibition, usual class: inhibitors. GCN5L2 HAT assay, ThioGlo1 CoA-SH fluorescence. Q92830. actives 0.21% (n = 390,000). AID 504327
Target sequence (Q92830 whole entry, looked up): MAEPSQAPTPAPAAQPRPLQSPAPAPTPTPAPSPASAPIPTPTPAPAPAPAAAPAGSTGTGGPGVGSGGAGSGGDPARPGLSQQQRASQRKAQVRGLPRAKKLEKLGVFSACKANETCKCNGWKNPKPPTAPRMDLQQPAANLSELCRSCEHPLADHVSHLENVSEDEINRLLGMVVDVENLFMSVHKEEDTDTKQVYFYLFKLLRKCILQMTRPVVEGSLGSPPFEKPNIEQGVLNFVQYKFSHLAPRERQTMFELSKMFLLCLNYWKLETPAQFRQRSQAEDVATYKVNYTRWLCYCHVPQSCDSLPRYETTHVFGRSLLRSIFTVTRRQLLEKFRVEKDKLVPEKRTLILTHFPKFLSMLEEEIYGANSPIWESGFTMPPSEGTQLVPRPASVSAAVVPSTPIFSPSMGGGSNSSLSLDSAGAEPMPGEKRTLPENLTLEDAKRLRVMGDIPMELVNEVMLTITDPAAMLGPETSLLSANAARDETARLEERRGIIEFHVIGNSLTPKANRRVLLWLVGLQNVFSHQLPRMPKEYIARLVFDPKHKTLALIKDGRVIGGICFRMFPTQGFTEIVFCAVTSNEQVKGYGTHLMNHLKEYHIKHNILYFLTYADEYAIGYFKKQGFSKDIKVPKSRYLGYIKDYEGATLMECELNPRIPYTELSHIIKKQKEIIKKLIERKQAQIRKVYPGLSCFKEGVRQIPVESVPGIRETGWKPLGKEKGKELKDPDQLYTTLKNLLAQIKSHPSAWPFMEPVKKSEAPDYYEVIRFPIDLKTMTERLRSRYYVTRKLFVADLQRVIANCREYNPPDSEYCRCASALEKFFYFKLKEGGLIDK
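Free CoA generated was detected with ThioGlo1 (50uM) fluorescence at Ex340nm/Em540nm, read immediately and after 20 min at room temperature. Enzyme, 20 nM in HEPES pH 7.5 buffer, saw compounds 15 min before adding 75uM H3(1-25) peptide and 70uM acetyl-CoA.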
DT40 TDP1 no CPT – qHTS for Inhibitors of human tyrosyl-DNA phosphodiesterase 1 (TDP1): qHTS in cells in absence of CPT; DT40 Tdp1-/- hTDP1 cells, no CPT, ATP luminescence, 48 h; Potency, µM (doses to about 46.2 µM), without a hit: top-dose activity change, negative = growth inhibition, most hits filed as inhibitors; actives 15% (n = 420,000); AID 686978, 2013; further: nearly all actives have a fitted effect of over 55% in size
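Stably hTDP1-transfected Tdp1-null chicken DT40 cells were treated with library compounds minus camptothecin and grown for at least 48 hr at 37 °C, after which cellular ATP was quantified by luminescence.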
TDP1 cell CPT – growth inhibition of DT40 Tdp1-/-;hTDP1 cells with camptothecin (screen for TDP1 inhibitors); chicken DT40 Tdp1-/-;hTDP1 cells + 20 nM CPT, ATP luminescence, 48 h; Potency, µM (series often up to 46.2 µM), without a hit: at the highest dose activity change, negative = growth inhibition, actives largely listed as inhibitors; actives 12% (n = 420,000); further: nearly all actives have a fitted effect of over 55% in size
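Chicken DT40 Tdp1-/- cells stably complemented with human TDP1 were seeded at 400 cells/well in medium containing 20 nM camptothecin, exposed to pin-transferred compounds, and grown at 37 °C for at least 48 hr. Viability was read as ATP luminescence.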
Numbers without * were called inactive; ? = inconclusive; . = not tested or not shown. The call rests on the fitted dose curve; in most records, active means well fitted curve in the direction sought with a large enough effect; inconclusive means small, poorly fitted or top-dose-only effect, or another doubt; inactive means no such curve, though single readings can be large; an effect the other way counts as inactive or inconclusive. On the % scale 0 is the no-effect control and ±100 the full control effect; potency means the concentration at half of the fitted maximal effect. Some of the compounds tested. The share of hits here may be higher or lower than overall.

structure | KAT2A inh | TDP1 cell CPT | DT40 TDP1 no CPT
COc1ccc(C2Nc3ccccc3C(=O)N2Cc2ccccc2)cc1CSc1ccccn1 (centres undefined) | -16.6% | 23.1µM* | 18.4µM*
O=c1c2ccccc2nnn1CCc1ccccc1 | . | 2.4% | ?
COC(=O)c1cc(OC)c(OC)cc1NC(=O)CSc1nnc(-c2cccnc2)n1C | 1.3% | -12.2% | -1.8%
O=C(c1cc(COc2ccc(F)c(F)c2)on1)N1CCOCC1 | -31.5% | ? | ?
Cc1ccc(NC(=O)CSC2=Nc3ccccc3C3=NC(Cc4ccccc4)C(=O)N23)cc1C (centres undefined) | -3.6% | 9.2µM* | 13µM*
O=C(CCCC(=O)NCC1CCCO1)NCC1CCCO1 (centres undefined) | -3.6% | 2.1% | -0.3%
CCOc1cc(/C=C(/NC(C)=O)C(=O)O)cc(Cl)c1OCc1ccc(Br)cc1 | -27.8% | -0.2% | 12.9%
Cc1ccc(Cl)c(OCCCCN(C)Cc2ccccc2)c1 | ? | ? | ?
C[C@@H]1CN([C@H](C)CO)C(=O)c2cc(Br)cnc2O[C@@H]1CN(C)Cc1cncnc1 | . | -10.0% | 1.4%
C#CCNC(=O)C1=C[C@@H](C2CC2)[C@H](CCCO)[C@@H](OCC)O1 | -2.5% | -12.7% | -10.0%
O=C(CSc1nnc(-c2ccc(Br)cc2)n1-c1ccccc1)c1ccccc1 | -0.3% | 7.31µM* | 4.11µM*
O=[N+]([O-])c1ccc(-n2nnnc2-c2ccccc2)c([N+](=O)[O-])c1 | -4.3% | 3.66µM* | 2.91µM*
CC(C)=CCc1c2c(c(O)c3c(=O)c(O)c(-c4ccccc4)oc13)C=CC(C)(C)O2 | -14.2% | -6.3% | -9.7%
CCCCc1cc(=O)oc2cc(OCC(=O)N(CC)CC)ccc12 | -9.1% | -13.6% | -5.0%
O=C(CCNC(=O)c1ccccc1)OCC(=O)c1cccc(Cl)c1 | -7.9% | -4.8% | 18.6%
COc1cccc(-c2cncnc2-n2ccnc2)c1 | -14.3% | ? | ?
CC(=O)c1sc(-c2ccccc2)nc1C | -3.4% | -7.7% | -2.3%
COc1ccc(CNC(=O)c2sc3nc4c(c(C(F)(F)F)c3c2N)CCC4)cc1OC | -22.5% | ? | 16.4µM*
CCOc1ccc(C2c3c(oc4ccc(C)cc4c3=O)C(=O)N2Cc2ccc3c(c2)OCO3)cc1OC (centres undefined) | -3.7% | 21.3% | 0.8%
CC1(C(=O)NS(=O)(=O)c2ccccc2Cl)CCN1C(=O)Cc1ccccc1Cl (centres undefined) | . | -1.0% | 0.8%
CCc1ccc(S(=O)(=O)N/N=C\c2ccc([N+](=O)[O-])o2)cc1 | -25.9% | ? | 16.4µM*
COCCNC(=S)N/N=C/c1c(C)[nH]c2ccccc12 | -4.9% | ? | ?
Cn1c(=O)n(CC(=O)O)c(=O)c2c1nc1n2CCCN1CCc1ccccc1 | -6.3% | 1.9% | 0.5%
O=C(CCCCCn1c(=S)[nH]c2cc3c(cc2c1=O)OCO3)NCCc1ccccc1 | -3.4% | ? | ?
CC(=N)c1c(O)cc(C)oc1=O | . | -15.8% | -8.5%
CCCN(CC(=O)Nc1ccccc1OC)C(=O)Cn1c(=O)oc2ccccc21 | . | 6.2% | -24.7%
Cc1nc([N+](=O)[O-])cn1CC(O)c1ccccc1 (centres undefined) | 0.6% | 7.6% | 7.8%
O=C(C1CCCC1)N1CCC(CO)(Cc2ccccc2Cl)CC1 | 0.0% | ? | ?
COc1ccc(N2CCN(C(=O)C3CCC(Cn4c(=S)[nH]c5ccccc5c4=O)CC3)CC2)cc1 (centres undefined) | -1.8% | 14.6µM* | 23.1µM*
COc1ccc(CN(CC(=O)NC2CCCC2)C(=O)c2onc(C(N)=O)c2N)cc1 | -8.6% | -7.8% | -6.0%

Ordered by molecular weight (high to low): three of the compounds above
structure | KAT2A inh | TDP1 cell CPT | DT40 TDP1 no CPT
COc1ccc(N2CCN(C(=O)C3CCC(Cn4c(=S)[nH]c5ccccc5c4=O)CC3)CC2)cc1 (centres undefined) | -1.8% | 14.6µM* | 23.1µM*
CCc1ccc(S(=O)(=O)N/N=C\c2ccc([N+](=O)[O-])o2)cc1 | -25.9% | ? | 16.4µM*
O=c1c2ccccc2nnn1CCc1ccccc1 | . | 2.4% | ?

The listing picks up with the 2 entries that preceded the break.
structure | KAT2A inh | TDP1 cell CPT | DT40 TDP1 no CPT
COc1ccc(N2CCN(C(=O)C3CCC(Cn4c(=S)[nH]c5ccccc5c4=O)CC3)CC2)cc1 (centres undefined) | -1.8% | 14.6µM* | 23.1µM*
COc1ccc(CN(CC(=O)NC2CCCC2)C(=O)c2onc(C(N)=O)c2N)cc1 | -8.6% | -7.8% | -6.0%
COC(=O)[C@@]12CCCCN1[C@H](c1ccc(-c3ccc(OC)cc3)cc1)[C@@H]1C(=O)N(C)C(=O)[C@@H]12 | -11.6% | 20.6µM* | 20.6µM*
CC(=O)NC(Cc1ccc(F)c(F)c1)C(=O)NC1CCN(S(=O)(=O)c2ccc(C)cc2)CC1 (centres undefined) | -5.7% | 0.0% | -3.4%
Cc1ccc(N2CCN(CC(O)COc3ccccc3)CC2)cc1 (centres undefined) | -15.1% | 25.1% | 4.9%
N#CCCNS(=O)(=O)c1ccc(C(=O)OCCCOC(=O)c2ccc(S(=O)(=O)NCCC#N)cc2)cc1 | -22.9% | -6.2% | -0.2%
CCN(CC)C(=O)C1=C(C)N(Cc2ccc(OC)cc2)C(=O)C(CC(=O)NCc2cccs2)C1 (centres undefined) | . | -17.6% | ?
Cc1ccc(Nc2nc(N)c([N+](=O)[O-])c(NCCO)n2)cc1C | -5.7% | 9.9% | -24.0%
COc1cccc(CNS(=O)(=O)c2ccc(S(=O)(=O)NC3CC3)cc2)c1 | -3.0% | -13.8% | ?
Cc1ccc(NC(=S)NCc2ccccc2)c(C)c1 | 3.7% | 23.1µM* | ?
O=C(NCc1ccccc1)/C(=C\c1ccccc1)NC(=O)c1ccco1 | -1.5% | -18.9% | 14.5%
Cc1csc(NC(=O)CSc2nc3ccccc3s2)n1 | -20.2% | 2.3% | ?
CC(=O)NCCc1ccc(S(=O)(=O)N2CCN(c3nc(-c4ccccc4)c(C)s3)CC2)cc1 | 1.6% | ? | -8.3%
CCN(c1ccccc1)S(=O)(=O)c1ccc(OC)c(NC(=O)C2=NN(c3ccccc3)C(=O)CC2)c1 | 1.3% | -17.6% | -26.6%
COc1cc(NC(=O)c2ccnn2C)c(OC)cc1Cl | -15.5% | 16.4% | 2.5%
CCOC(=O)c1ccc(O)cc1 | -15.9% | 2.8% | 0.8%
CCOC(=O)C1C(=O)C=C(c2ccc([N+](=O)[O-])cc2)CC1c1ccccc1 (centres undefined) | 1.8% | -21.7% | -22.9%
CCC(=O)Nc1cccc(NC(=O)CSc2nnnn2Cc2ccccc2)c1 | 0.0% | -28.6% | -21.4%
N#Cc1ccccc1S(=O)(=O)N1CCN(CC(=O)NCC2(N3CCOCC3)CCCCC2)CC1 | 0.9% | ? | ?
Cc1ccc(C)c(C(=O)COC(=O)CCN2C(=O)C3C4CCC(C4)C3C2=O)c1 (centres undefined) | -18.8% | 5.1% | 5.2%
COc1ccc(CCN2C(=O)N(c3ccc(OC)cc3)C(=O)C2CC(=O)Nc2ccccc2)cc1 (centres undefined) | -9.8% | -0.4% | ?
O=C(COc1ncnc2ccccc12)NCc1ccc2c(c1)OCO2 | -9.2% | 0.3% | -18.1%
CCCCOC(=O)c1ccc(NC(=O)c2ccccc2OC)cc1 | -11.3% | 20.6µM* | ?
CCCc1cc(=O)[nH]c(Nc2ccccc2O)n1 | 2.7% | -18.0% | -7.5%
CC(C)C(N)c1csc(Nc2ccc(C(=O)N(C)Cc3ccccc3)cn2)n1 (centres undefined) | . | ? | ?
COc1cc(CNC(=O)c2ccc3nc(Cc4ccccc4)oc3c2)cc(OC)c1OC | 3.4% | 6.51µM* | 2.59µM*
Cc1ccc(Oc2ncnc(N)c2[N+](=O)[O-])cc1C | -7.6% | -20.2% | -11.8%
Cc1oc2c(cc(NS(=O)(=O)c3cccs3)c3ccccc32)c1C(=O)OC(C)C | -14.4% | ? | ?
CCc1nnc(NC(=O)CSc2nnc(-c3ccccc3O)n2-c2ccc(C)cc2C)s1 | . | ? | 23.1µM*
COc1ccc(NC(=O)Cn2c(-c3ccccc3)cn(-c3ccc(C)cc3)c2=O)cc1 | -5.9% | -3.4% | -19.2%
CC(C)(C)c1ccc(NC(=O)NCc2ccco2)cc1 | -11.1% | ? | 14.6µM*
O=C(COc1ccc(CO)cc1Cl)Nc1ccc(F)cc1 | -6.1% | -1.4% | 1.3%

As entered above:
Reading of N#Cc1ccccc1S(=O)(=O)N1CCN(CC(=O)NCC2(N3CCOCC3)CCCCC2)CC1 in KAT2A inh: 0.9%
Reading of Cc1ccc(Nc2nc(N)c([N+](=O)[O-])c(NCCO)n2)cc1C in KAT2A inh: -5.7%
Reading of CCCCOC(=O)c1ccc(NC(=O)c2ccccc2OC)cc1 in KAT2A inh: -11.3%

Carrying on:
structure | KAT2A inh | TDP1 cell CPT | DT40 TDP1 no CPT
CC(C)(CC(=O)O)CC(=O)Nc1cc(C(F)(F)F)cc(C(F)(F)F)c1 | -23.0% | -2.8% | 3.3%
COc1ccc(NC(=O)CSc2nnc(C3CCCCC3)n2N)cc1 | -0.9% | 21.2% | 1.9%
Cc1ccc(CCNC(=O)C2CCN(c3nnc(C)c4c(C)n(-c5ccccc5)nc34)CC2)cc1 | -1.0% | ? | -14.1%
Nc1cc(C(=O)OCC(=O)NCCNC(=O)COC(=O)c2ccc(Cl)c(N)c2)ccc1Cl | -4.7% | 3.1% | ?
CN(CC(=O)Nc1ccc(F)cc1)C(=O)COC(=O)/C=C/c1ccccc1[N+](=O)[O-] | -4.1% | -0.3% | 1.6%
O=C(c1ccco1)N1CCN=C1SCc1ccccc1Cl | -8.5% | 1.6% | ?
CCCCOc1ccc(C(=O)Nc2sc3c(c2C(=O)OCC)CCCCC3)cc1 | -10.0% | -9.7% | -5.2%
COc1ccccc1NS(=O)(=O)c1cc(C(=O)NCCC(C)C)ccc1F | -20.4% | -4.3% | -10.9%
COc1ccccc1NC(=O)C1CC(C)OC1=O (centres undefined) | . | -9.0% | -4.7%
O=C(NC1CCCCC1)c1cc(-c2ccccc2Cl)on1 | -3.8% | 9.8% | ?
Cc1ccc(NC(=O)c2cccc(N3CCCS3(=O)=O)c2)cc1C | -4.2% | ? | ?
Cc1nc(N/N=C/c2cccnc2)cc(N2CCOCC2)n1 | . | ? | ?
CCOC(=O)c1cc(CC)sc1NC(=O)c1ccc([N+](=O)[O-])c(N2CCOCC2)c1 | -0.3% | -8.5% | -4.9%
C/C(=N\NC(=O)c1ccccc1Cl)c1ccccn1 | -1.8% | 2.91µM* | 2.91µM*
Cc1cc(C)c(NC(=O)/C=C\C(=O)O)c([N+](=O)[O-])c1 | 4.0% | ? | ?
CCCNC(=O)C1(C)CCCN(C(=O)Cc2ccc3ccccc3c2)C1 (centres undefined) | . | ? | ?
O=C(C1CCCN(Cc2cc(Br)ccc2O)C1)N1CCCCC1 (centres undefined) | -4.0% | 0.0% | ?
Cc1cnc2c(C)cccc2c1/C=C/c1ccc(N(C)C)cc1 | . | ? | ?
O=C(CNC(=O)c1ccc(Br)o1)Nc1ccccc1 | ? | 6.2% | 22.8%
O=C(Nc1ccc(N2CCN(C(=O)c3ccco3)CC2)cc1)c1ccco1 | 0.0% | -0.2% | 5.0%
CC1CC1C(=O)OCC(=O)NC(=O)c1ccc(C(C)(C)C)cc1 (centres undefined) | 2.8% | -5.8% | -28.0%
Nc1cc(-c2cccc(Br)c2)nn1Cc1ccccc1 | -3.4% | ? | ?
COc1ccc(CNC(=O)CN2C(=O)NC(Cc3ccccc3)(c3ccccc3)C2=O)cc1OC (centres undefined) | -3.3% | ? | ?
COc1ccc(-n2nc3ccc(N)cc3n2)cc1 | . | 16.4µM* | ?
O=C(Nc1nc(-c2cc(F)ccc2F)cs1)C1=COCCO1 | 1.4% | 18.4µM* | ?
CC1CCCCN1S(=O)(=O)c1ccc(N(C(=O)c2cnccn2)C(C(=O)NC2CCCCC2)c2cccs2)cc1 (centres undefined) | 2.9% | ? | ?
CCCC(=O)c1cn(CC(=O)OC)c2ccccc12 | -6.7% | -25.6% | -23.4%
CCc1nc2c(OCCC3CCCCC3)cccn2c1N(C)C(=O)C1CC1 | . | 18.4µM* | 13µM*

Assay outcomes from PubChem.
